Tau FP inhib = blocks human tau fibril formation measured by polarization. P10636. Potency, µM (series often up to 57.7 µM), for inactives: at the highest dose activity, negative = inhibition, most hits filed as inhibitors. AID 1468. K18 P301L tau heparin fibrillization, Alexa594 FP, 6 h. 0.39% of 280,000 active; note: nearly all actives have a fitted effect of over 55% in size
Target sequence (P10636 561-689 P618L limits assumed): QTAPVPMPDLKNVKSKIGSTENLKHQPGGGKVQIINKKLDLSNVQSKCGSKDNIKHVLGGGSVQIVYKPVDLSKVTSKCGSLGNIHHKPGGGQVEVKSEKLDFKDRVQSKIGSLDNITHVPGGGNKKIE
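FP of Alexa 594-tau after heparin (20 uM) induction. Substrate: human K18 P301L, 15 uM unlabeled, 0.24 uM labeled. Buffer 100 mM sodium acetate pH 7. 6 hr, 37 C.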
TRb SRC2 PPI = TRbeta-SRC2 interaction inhibition; P10828; TRbeta-SRC2 peptide binding, fluorescence polarization; receptor liganded with 1 µM T3; Potency, µM (series often up to 106 µM), without a hit: at the top dose activity change, negative = inhibition, actives largely listed as inhibitors; 0.065% of 280,000 active;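 note: plate controls were bound peptide for no effect and peptide without receptor for full effect; nearly all actives have a fitted effect of over 50% in size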
Target sequence (P10828 whole entry, looked up): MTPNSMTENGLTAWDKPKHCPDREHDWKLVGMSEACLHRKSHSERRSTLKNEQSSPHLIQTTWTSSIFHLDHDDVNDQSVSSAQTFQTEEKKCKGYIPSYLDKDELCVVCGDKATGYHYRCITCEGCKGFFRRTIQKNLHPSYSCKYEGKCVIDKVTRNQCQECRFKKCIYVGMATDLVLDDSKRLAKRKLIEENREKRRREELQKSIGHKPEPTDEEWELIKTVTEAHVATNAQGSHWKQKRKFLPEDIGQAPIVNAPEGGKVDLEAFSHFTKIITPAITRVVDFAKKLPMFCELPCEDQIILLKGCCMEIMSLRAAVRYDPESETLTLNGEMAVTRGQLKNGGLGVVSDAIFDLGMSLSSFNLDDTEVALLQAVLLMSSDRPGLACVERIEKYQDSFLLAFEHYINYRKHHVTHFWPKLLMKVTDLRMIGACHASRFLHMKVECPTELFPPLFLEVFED
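Assay buffer: 20 mM Tris-HCl, 100 mM NaCl, 10% glycerol, 1 mM EDTA, 0.01% NP-40, 1 mM DTT, 1 uM T3, 5% DMSO; TRb LBD 0.6 uM, Texas Red SRC2 20 nM; FP after 5 hr.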
ALDH1A1 inh = inhibitors of human aldehyde dehydrogenase 1A1; Purified ALDH1A1, NADH fluorescence, propionaldehyde substrate; 7.3% of 220,000 active; Potency, µM (doses to about 75.3 µM), without a hit: at the top dose activity, negative = inhibition, hits mostly inhibitors; AID 1030; P00352; active = well fitted inhibition curve with a large enough effect, not every such curve was filed as active; inconclusive = small, poorly fitted or top-dose-only effect, or another doubt; inactive = no such curve, though single readings can be large or run the other way;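 note: plate controls were no enzyme wells and a reference inhibitor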
Target sequence (P00352 whole entry, looked up): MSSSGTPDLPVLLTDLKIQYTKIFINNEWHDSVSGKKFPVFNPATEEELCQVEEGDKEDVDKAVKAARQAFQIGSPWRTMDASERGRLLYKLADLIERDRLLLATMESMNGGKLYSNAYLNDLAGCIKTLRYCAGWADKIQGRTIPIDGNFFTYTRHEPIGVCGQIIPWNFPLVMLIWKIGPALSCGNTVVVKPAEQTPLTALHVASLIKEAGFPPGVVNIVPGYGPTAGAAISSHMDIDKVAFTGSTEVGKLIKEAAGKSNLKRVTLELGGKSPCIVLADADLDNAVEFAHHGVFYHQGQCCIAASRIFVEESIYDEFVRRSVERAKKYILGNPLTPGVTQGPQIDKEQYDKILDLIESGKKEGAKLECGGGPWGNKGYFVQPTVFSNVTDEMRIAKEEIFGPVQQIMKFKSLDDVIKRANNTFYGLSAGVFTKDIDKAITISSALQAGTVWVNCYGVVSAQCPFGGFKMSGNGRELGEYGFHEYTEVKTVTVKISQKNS
TexasRed fluor = Texas Red fluorescence interference in TRb-SRC2 counter-screen; 0.29% of 280,000 active; Potency, µM (titrated, usually from 106 µM), inactives show top-dose fluorescence change, negative = quenching; TRb/SRC2 Texas Red total fluorescence interference; active = well fitted curve in either direction with a large enough effect; inconclusive = small, poorly fitted or top-dose-only effect
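Flags fluorescent or light-absorbing compounds by total fluorescence, S + 2P, at 555 nm excitation and 632 nm emission. Mixture: 20 nM Texas Red SRC2 peptide, 0.6 uM human TRb LBD, 1 uM T3, 5% DMSO; compound exposure 5 h at ambient temperature.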
Tau fluor cs = counter-screen for tau fibril formation inhibitors. 0.93% of 280,000 active. tau K18 P301L Alexa594 fluorescence, heparin fibrillization. AID 1463. Potency, µM (titrated, usually from 57.7 µM), for the others: top-dose activity change, negative = decrease; note: nearly all actives have a fitted effect of over 55% in size
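Human tau K18 P301L (15 uM unlabeled, 0.24 uM Alexa 594-labeled) in 100 mM sodium acetate pH 7 with 20 uM heparin, 6 hr at 37 C. ThT 30 uM added, 1 hr ambient; Alexa 594 FP and total fluorescence read at 555/632 nm.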
GLA spleen mod = inhibits or activates alpha-galactosidase in human spleen homogenate; P06280; human spleen homogenate, 4MU-alpha-Gal fluorescence, 40 min; Potency, µM (titrated, usually from 80 µM), for inactives: at the highest dose activity change, negative = inhibition, most hits filed as inhibitors; 0.008% of 240,000 active; AID 2107;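 note: 0% = enzyme with vehicle and -100% = no enzyme basal signal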
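Spleen homogenate 1 ug + cpd (titration) + 4-MU-alpha-D-galactopyranoside 1 mM; 37C 40 min; 50 mM citrate/phosphate pH 5.0, 0.01% Tween-20; stop pH 10; fluorescence 365/440; AC50 via Hill.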
L3MBTL1 block = inhibitors of human L3MBTL1 | AID 485360 | Potency, µM (top dose mostly 57.1 µM), for the others: at the highest dose activity, negative = inhibition, hits mostly inhibitors | AlphaScreen L3MBTL1–H3K9me1 peptide binding | Q9Y468 | 0.66% of 230,000 active; note: nearly all actives have a fitted effect of over 60% in size
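Read-out is AlphaScreen signal from streptavidin donor and nickel chelate acceptor beads (10 ug/mL final each) bridging L3MBTL1 (50 nM) and biotinylated K9-monomethylated H3(1-15) peptide (75 nM), after 30 min compound exposure at room temperature.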
Tau fibril ThT = inhibitors of human tau fibril formation, thioflavin T binding; 2.1% of 270,000 active; recombinant tau K18 P301L (four-repeat tau fragment), heparin-induced fibrillization, ThT fluorescence; P10636; Potency, µM (series often up to 57.4 µM), inactives show at the highest dose activity, negative = inhibition, most hits filed as inhibitors; note: nearly all actives have a fitted effect of over 55% in size
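Aggregation was driven by heparin (20 uM final) acting on recombinant tau […] bearing P301L in 100 mM sodium acetate pH 7; fibrils were detected with Thioflavin T.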
The depositor's hits bear a star; ? = inconclusive; nt = not tested or not shown; & = joins results of further samples; [ ] = remark or other dose. Unless noted, calls come from the whole dose curve; as a rule, active = well fitted curve in the direction sought with a large enough effect; inconclusive = small, poorly fitted or top-dose-only effect, or another doubt; inactive = no such curve, though single readings can be large; an effect the other way counts as inactive or inconclusive. Unless noted, % is set by controls: 0 for no effect and ±100 for the full control effect; potency is the fitted concentration of half-maximal effect.

| # | compound | Tau FP inhib | TRb SRC2 PPI | ALDH1A1 inh | TexasRed fluor |
| --- | --- | --- | --- | --- | --- |
| 1 | CCCNC(=O)C1CCN(C(=O)N2CC(C)Oc3ccccc32)CC1 (centres undefined) | 1% | -3% | nt | 2% |
| 2 | Cc1cc(SCCOc2ccc(Br)cc2)nc(N)n1 | -4% | -5% | 6% | -7% |
| 3 | [O-][n+]1cccc2c(Br)cc(Br)c(O)c21 | -16% | -4% | -6% | -1% |
| 4 | NNC(=O)c1cn2ccccc2n1 | 5% | 9% | -10% | -2% |
| 5 | Cc1ccc(NC(=O)CC2COc3ccccc3O2)cc1 (centres undefined) | 0% | -7% | 2% | -3% |
| 6 | CC(C)OC(=O)CN1C(=O)C(=O)c2ccccc21 | 1% | 5% | 0.063µM* | -1% |
| 7 | Cc1ccc(NC(=O)C(=O)C2C(=O)Nc3ccccc32)cc1 (centres undefined) | -3% | -1% | -6% | -3% |
| 8 | Cc1cnc(C(=O)OCC(=O)NC2CCCCCC2)cn1 | 0% | 1% | -2% | -5% |
| 9 | Cn1c(C23CC4CC(CC(C4)C2)C3)n[nH]c1=S | 4% | 4% | -9% | 0% |
| 10 | CCOc1cc(S(=O)(=O)NC2CCCC2)ccc1Cl | -7% | -4% | 11% | 3% |
| 11 | CCOc1ccccc1NC(=O)c1ccc(F)c(S(=O)(=O)N2CCC3(CC2)OCCO3)c1 | 6% | 2% | ? | -3% |
| 12 | CC(=O)N1CCC(N(CCCOC(C)C)C(=O)Nc2ccc(C)c(C)c2)CC1 | 1%&5% | 2%&3% | -2% | 0%&-1% |
| 13 | CCCOC(=O)C1C2C=CC(C3CC23)C1C(=O)OCC(=O)c1ccccc1 (centres undefined) | 2% | 3% | ? | 1% |
| 14 | OC1(c2ccc(Cl)cc2)CCN(Cc2cn[nH]c2-c2ccccc2)CC1 | -5% | -13% | -20% | 1% |
| 15 | Cn1c(=O)c2[nH]c(-c3ccccc3)nc2n(C)c1=O | -4%&-7% | -4%&6% | 7%&-7% | -3%&-3% |

| # | Tau fluor cs | GLA spleen mod | L3MBTL1 block | Tau fibril ThT |
| --- | --- | --- | --- | --- |
| 1 | 9% | nt | nt | ? |
| 2 | -17% | -4% | nt | -18% |
| 3 | -26% | 1% | nt | ? |
| 4 | 2% | -14% | -9% | ? |
| 5 | -9% | 5% | -6% | -12% |
| 6 | -3% | -7% | -2% | -13% |
| 7 | -9% | 8% | -3% | ? |
| 8 | -2% | -2% | -2% | 3% |
| 9 | 7% | 8% | 11% | 5% |
| 10 | -12% | 5% | 13% | -5% |
| 11 | -7% | -8% | 2% | -4% |
| 12 | 0%&-2% | -1% | 7% | 9%&-3% |
| 13 | -10% | -10% | 11% | -14% |
| 14 | -15% | 1% | -20% | -4% |
| 15 | -3%&-5% | 2%&3% | 9% | -6%&-4% |

Single records (already shown). Order of screens: Tau FP inhib | TRb SRC2 PPI | ALDH1A1 inh | TexasRed fluor | Tau fluor cs | GLA spleen mod | L3MBTL1 block | Tau fibril ThT
Listed for Cn1c(C23CC4CC(CC(C4)C2)C3)n[nH]c1=S → 4% | 4% | -9% | 0% | 7% | 8% | 11% | 5%
Listed for Cc1cnc(C(=O)OCC(=O)NC2CCCCCC2)cn1 → 0% | 1% | -2% | -5% | -2% | -2% | -2% | 3%

Next part:
| # | compound | Tau FP inhib | TRb SRC2 PPI | ALDH1A1 inh | TexasRed fluor |
| --- | --- | --- | --- | --- | --- |
| 16 | CCCCCCC(=O)N(O)C1CC(=O)N(c2ccc(Br)cc2)C1=O (centres undefined) | 10% | -7% | 0.56µM* | 1% |
| 17 | Cc1ccc(C)c(CSc2nc3c([nH]c4ccccc43)c(=O)n2C)c1 | 1% | -7% | nt | -8% |
| 18 | CCOC(=O)c1cc(C(=O)Nc2cccc(C)c2)nn1C | -4% | -3% | 6% | 0% |
| 19 | O=C(CN1CCCC1)Nc1ccc(F)cc1 | 3%[2.34 µM] | -3% | 25µM* | ? |
| 20 | Cc1sc2ncnc(SC(C)C#N)c2c1C (centres undefined) | 5% | -17% | -6% | -4% |
| 21 | COCCNC(=O)C(C)OC(=O)c1cc2occc2n1C (centres undefined) | 6% | -23% | 32µM* | 1% |
| 22 | CC(=O)Nc1ccc(Sc2ncccc2C(=O)Nc2ccc(OC(F)(F)F)cc2)cn1 | -12% | -14% | 2% | 1% |
| 23 | O=C(NC1CCCCC1)N1CCC(n2c(=O)[nH]c3ccccc32)CC1 | 2% | -7% | 19% | -1% |
| 24 | CN(C)C=Nc1c(Br)cc(Br)c2nonc12 | ? | -25% | 0% | 4% |
| 25 | COc1cc(NC(=O)c2ccccc2)c(OC)cc1NC(=O)CN1CCN(c2ccccn2)CC1 | ? | 2% | 16µM* | -6% |
| 26 | Cc1ccc(-c2nnc(SCC(=O)N3c4ccccc4NC(=O)C3(C)C)n2N)cc1 | 3% | -2% | -10% | 3% |
| 27 | COC(=O)C1=C(C)NC(C)=C(C(=O)OC)C1c1ccc(-c2cccc(Cl)c2Cl)o1 | ? | 0% | ? | 1% |
| 28 | COc1ccc2c(c1)C1(Nc3ccccc3-c3nc4ccccc4n31)C(=O)N2 (centres undefined) | 15% | -12% | 7% | -1% |
| 29 | FC(F)(F)c1cccc(NC(=S)Nc2cccc(Cl)c2)c1 | ? | 8% | ? | 0% |
| 30 | COc1ccccc1NC(=O)NCCC1=CCCCC1 | -1% | 5% | -2% | -1% |

| # | Tau fluor cs | GLA spleen mod | L3MBTL1 block | Tau fibril ThT |
| --- | --- | --- | --- | --- |
| 16 | 2% | 11% | nt | ? |
| 17 | -11% | nt | nt | -4% |
| 18 | -2% | -1% | 2% | ? |
| 19 | -4%[2.34 µM] | 2% | -3% | -11% |
| 20 | -8% | 19% | 6% | -12% |
| 21 | 2% | -6% | nt | -6% |
| 22 | 7% | 0% | 6% | ? |
| 23 | -5% | 3% | nt | -9% |
| 24 | -14% | 5% | 31%[activator] | ? |
| 25 | ? | -4% | ? | ? |
| 26 | 14% | 2% | -15%[11.4 µM] | 5% |
| 27 | ? | 3% | 13% | -6% |
| 28 | -9% | 4% | nt | -7% |
| 29 | ? | 2% | 3% | 10% |
| 30 | -8% | 5% | 3% | -5% |

Given in transposed form: part of the list above
15: Cn1c(=O)c2[nH]c(-c3ccccc3)nc2n(C)c1=O
16: CCCCCCC(=O)N(O)C1CC(=O)N(c2ccc(Br)cc2)C1=O (centres undefined)
17: Cc1ccc(C)c(CSc2nc3c([nH]c4ccccc43)c(=O)n2C)c1
18: CCOC(=O)c1cc(C(=O)Nc2cccc(C)c2)nn1C
assay / entry	15	16	17	18
Tau FP inhib	-4%&-7%	10%	1%	-4%
TRb SRC2 PPI	-4%&6%	-7%	-7%	-3%
ALDH1A1 inh	7%&-7%	0.56µM*	nt	6%
TexasRed fluor	-3%&-3%	1%	-8%	0%
Tau fluor cs	-3%&-5%	2%	-11%	-2%
GLA spleen mod	2%&3%	11%	nt	-1%
L3MBTL1 block	9%	nt	nt	2%
Tau fibril ThT	-6%&-4%	?	-4%	?

(list continues)
| # | compound | Tau FP inhib | TRb SRC2 PPI | ALDH1A1 inh | TexasRed fluor |
| --- | --- | --- | --- | --- | --- |
| 31 | CCC1CCCCN1C(=O)CSc1nnc(-c2ccc3c(c2)OCCO3)o1 (centres undefined) | 2% | -2% | ? | -3% |
| 32 | CC1CCN(c2nc3ccc(C(=O)O)cc3s2)CC1 | 9% | -11% | 3% | -1% |
| 33 | CCOC(=O)c1[nH]c2ccccc2c1NC(=O)c1ccc(OCC)cc1 | -2% | -7% | nt | -1% |
| 34 | COc1ccc(NCC(=O)n2c(C)c(C)c3ccccc32)cc1OC | -2% | 2% | 7.1µM* | -1% |
| 35 | Cc1cc(C)cc(NC(=O)C(=O)NCC(c2ccc3c(c2)OCO3)N2CCOCC2)c1 (centres undefined) | 0% | 0% | nt | 2% |
| 36 | COc1ccc(NC(=O)C2CCN(S(=O)(=O)c3c(C)noc3/C=C/c3ccco3)CC2)cc1 | -18% | 14% | nt | -9% |
| 37 | Cc1c(C(=O)OC(C)C)sc2nc[nH]c(=O)c12 | 5% | -4% | ? | -2% |
| 38 | COc1ccc(-c2nnc(SC(C)C(=O)NNC(=O)c3ccc(C)cc3)o2)cc1 (centres undefined) | 1% | -17% | ? | 0% |
| 39 | COc1ccc2nc3sc(C(=O)N4CCN(c5ccc(F)cc5)CC4)cc3cc2c1 | -8% | -4% | nt | -1% |
| 40 | COC(=O)c1ccc(/C(O)=C(\C#N)c2nc3ccccc3s2)cc1 | -7% | 1% | 1% | 2% |
| 41 | Cc1csc(NC(=O)c2cccc(S(=O)(=O)N3CCN(C)CC3)c2)n1 | 1% | -13% | -5% | 1% |
| 42 | CC(=O)NC(Cc1ccccc1)C(=O)N1CCN(C(=O)c2cccs2)CC1 (centres undefined) | -5% | -3% | -7% | -1% |
| 43 | CCC(=O)c1ccc(OCC(O)Cn2c(C)nc3ccccc32)cc1 (centres undefined) | 7% | -10% | 4% | -1% |
| 44 | CCOC(=O)N1CCN(Cc2nc3cc(NC(=O)c4ccc(F)cc4)ccc3n2C(C)C)CC1 | 0% | -6% | nt | -41% |
| 45 | N=C(N)SCCc1cccc(CCSC(=N)N)c1 | -4% | -3% | -4% | -29% |
| 46 | C/C(=C\C#N)n1nc(C)cc1N | -10% | -2% | 17% | -3% |
| 47 | O=C(Cc1cccs1)N1CCN(c2ccc(F)cc2)CC1 | -2% | -6% | 1% | -6% |
| 48 | COc1ccccc1N1CCN(S(=O)(=O)c2ccc3c(c2)n(C)c(=O)n3C)CC1 | -1% | 1%[53 µM] | -3% | 0%[53 µM] |

| # | Tau fluor cs | GLA spleen mod | L3MBTL1 block | Tau fibril ThT |
| --- | --- | --- | --- | --- |
| 31 | -7% | -4% | -2% | -4% |
| 32 | 2% | -11% | 14% | -6% |
| 33 | -27% | nt | nt | -4% |
| 34 | -14% | 7% | -13% | -12% |
| 35 | -12% | nt | nt | -6% |
| 36 | ? | nt | nt | -9% |
| 37 | -6% | 7% | nt | -11% |
| 38 | -5% | -3% | 12% | -13% |
| 39 | -16% | nt | nt | ? |
| 40 | -15% | 2% | -6% | ? |
| 41 | -2% | -12% | -6% | 5% |
| 42 | -2% | 4% | 5% | 0% |
| 43 | -3% | 10% | -6% | ? |
| 44 | -10% | nt | nt | -5% |
| 45 | -1% | 10% | nt | 2% |
| 46 | -11% | 6% | 2% | -10% |
| 47 | -8% | -21% | 1% | -10% |
| 48 | -13% | 0% | -8% | -4% |
